FXIa inh: inhibitors of human coagulation factor XIa; AID 798; P03951; purified FXIa, Boc-Glu-Ala-Arg-AMC fluorogenic substrate; inhibition, % at 5 µM; hit rate 0.14% among 220,000;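 active = inhibition of at least 40%; inactive = inhibition below 40%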;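 note: fluorescence of freed AMC excited at 355 nm; 0% = enzyme without compound and 100% = no enzyme blank; many of its hits are not listed in these tables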
hK5 inh: inhibitors of human kallikrein 5. recombinant hK5, fluorogenic AMC substrate cleavage. inhibition, % at 5 µM. hit rate 0.59% among 210,000. AID 873;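 active = inhibition of 40% or more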;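 note: 0% = enzyme controls without compound and 100% = no-enzyme blanks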
Thrombin inh: blocks human thrombin protease activity. P00734. alpha-thrombin, Boc-VPR-AMC fluorogenic substrate cleavage. inhibition, % at 5 µM. hit rate 0.26% among 220,000. AID 1046;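 active = inhibition at or above 40%; inactive = inhibition below 40%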;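 note: 0% = enzyme with no compound and 100% = wells without enzyme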
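signal = AMC fluorescence, 355/460 nm | material = human alpha-thrombin enzyme | control set = enzyme without compound as high, wells lacking enzyme as low | times = reaction at room temperature | read-out basis = percent inhibition scaled between no-compound controls and no-enzyme blanks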
FXIIa inh: inhibitors of human coagulation factor XIIa. P00748. purified FXIIa, Boc-QGR-AMC fluorogenic substrate, 2 h. inhibition, % at 5 µM. hit rate 0.3% among 220,000. AID 800; in the data active = inhibition above about 40%;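 note: 0% = enzyme with no compound and 100% = blank without enzyme; many of its hits are not listed in these tables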
Rad51 HR inh: blocks human Rad51 in homologous recombination | Q06609 | hRad51 DNA strand exchange, fluorescence dequenching | inhibition, % at 10 µM | hit rate 0.085% among 200,000 | AID 1385;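 active = inhibition above 40% at the single screening dose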;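 note: 0% = DMSO control wells and 100% = blanks with heterologous ssDNA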
Target sequence (Q06609 whole entry, looked up): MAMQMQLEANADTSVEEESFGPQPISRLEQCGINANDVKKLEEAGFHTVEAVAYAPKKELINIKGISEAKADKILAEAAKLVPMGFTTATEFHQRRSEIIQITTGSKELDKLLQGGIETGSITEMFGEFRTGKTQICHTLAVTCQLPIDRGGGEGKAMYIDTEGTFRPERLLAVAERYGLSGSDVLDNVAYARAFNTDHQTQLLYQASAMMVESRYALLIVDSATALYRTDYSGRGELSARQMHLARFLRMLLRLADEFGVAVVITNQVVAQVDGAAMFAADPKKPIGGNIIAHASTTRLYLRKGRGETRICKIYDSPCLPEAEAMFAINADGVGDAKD
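Read-out basis: percent inhibition relative to plate controls and blanks / Assay system: human Rad51 nucleoprotein filaments preassembled on unlabelled ssDNA / Timing: filaments 15 min 37 °C, then compound 30 min / Control set: per-plate controls and blanks / Technique: fluorescence dequenching at 485/520 nm / Compound: 10 µM final, single point / Also added: Fluorescein- and BHQ1-tagged 47-mer duplex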
zVAD death inh: blocks zVAD induced death of L929 cells | hit rate 0.38% among 220,000 | L929 zVAD necroptosis rescue, ATP luminescence, 24 h; with zVAD 60 µM | viability rescue, % at 10 µM;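 active = activation, scaled between plate controls, above about 75%, limit read from the data; inactive = activation under that limit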;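 note: 0% = zVAD with DMSO and 100% = DMSO alone without zVAD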
TNF necrop inh: blocks TNF-alpha induced death of Jurkat FADD-/- cells; hit rate 0.068% among 220,000; activation (protection from cell death), % at 10 µM; Jurkat FADD-/- TNF necroptosis rescue, ATP luminescence, 24 h; 0 = TNF only, 100 = no-TNF cells;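 active = activation, meaning protection from cell death, of at least 50% relative to plate controls; inactive = activation below 50%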;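 note: necroptosis triggered by 40 ng/mL TNF-alpha added together with compound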
Hck Nef HTS: inhibitors of human Hck kinase activated by Nef; P08631; inhibition, % at 20 µM; hit rate 0.68% among 220,000; AID 463187; Recombinant Hck-YEEI plus Nef, Z-Lyte FRET kinase assay;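 active = Hck-Nef kinase inhibition above about 50%, limit read from the data; inactive = inhibition below that limit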;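 note: 0% = DMSO with Hck plus Nef and 100% = Hck alone without Nef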
Target sequence (P08631 whole entry, looked up): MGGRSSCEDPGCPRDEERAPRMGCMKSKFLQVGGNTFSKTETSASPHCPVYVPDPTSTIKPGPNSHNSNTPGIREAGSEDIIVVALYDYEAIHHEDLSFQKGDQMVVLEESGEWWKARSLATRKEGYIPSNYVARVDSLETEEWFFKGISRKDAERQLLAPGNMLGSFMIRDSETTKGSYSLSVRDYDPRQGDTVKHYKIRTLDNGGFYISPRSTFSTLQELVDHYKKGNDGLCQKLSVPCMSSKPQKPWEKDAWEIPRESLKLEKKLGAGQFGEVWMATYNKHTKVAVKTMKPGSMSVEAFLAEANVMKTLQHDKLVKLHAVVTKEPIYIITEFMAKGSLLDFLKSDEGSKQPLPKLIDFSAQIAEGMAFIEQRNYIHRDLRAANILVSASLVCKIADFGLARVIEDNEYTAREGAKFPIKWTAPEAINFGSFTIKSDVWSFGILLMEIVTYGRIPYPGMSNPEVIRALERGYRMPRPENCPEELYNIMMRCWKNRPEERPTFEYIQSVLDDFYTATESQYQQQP
KCC2 mod: modulates chloride dependent transport by human KCC2; Q9H2X9; KCC2 cells, thallium flux FluoZin-2 fluorescence; B-score of Tl+ flux slope (higher = more flux/activation; lower = inhibition) at 10 µM; hit rate 2.2% among 190,000; AID 1456;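 active = thallium flux slope and its plate-corrected score both differing from the plate sample mean at a set confidence after two filtering rounds, in either direction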;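 note: slope of fluorescence scaled to starting intensity during 10 to 20 s after thallium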
* hit, by the source's call; · = not tested or not shown.

Every second line gives: TNF necrop inh	zVAD death inh	KCC2 mod	Thrombin inh	FXIa inh	hK5 inh	Hck Nef HTS	FXIIa inh	Rad51 HR inh
Cc1cc(Cl)c2ccc3ccccc3c2n1
 : -0.8	14	0.6	-8	-3	-1	28	8	6
CCS(=O)(=O)c1ccc(O)c(NC(=O)/C=C/c2ccccc2)c1
 : 0.9	4.2	-0.43	-9	1	10	22	9	13
Cn1c2ccccc2c2cc(/C=C(\NC(=O)c3ccccc3)C(=O)O)ccc21
 : 0.3	-0.3	0.19	-2	2	6	24	12	14
O=C(NCCNC(=O)c1ccc(Br)o1)c1ccc(Br)o1
 : 0.4	1.0	·	-7	0	1	0	16	-8
CCc1ccccc1NC(=S)N(Cc1ccc(C(=O)O)cc1)Cc1ccc(OC)c(OC)c1
 : -0.3	-0.7	0.36	-1	3	·	6	13	·
CC(C)Cn1c(N)c(C(=O)CSc2cc(Cl)ccc2Cl)c(=O)n(C)c1=O
 : -6.0	·	-0.91	-4	-4	-6	3	-1	·
COc1cc(/C=N/NC(=O)c2ccncc2)ccc1OC(=O)c1ccc([N+](=O)[O-])cc1
 : -1.2	0.8	1.1	1	18	-20	-2	31	8
c1ccc(-n2nc3c(ccc4cnnc43)[nH]2)cc1
 : 0.0	1.5	-0.89	-4	-3	1	1	12	0
COc1ccccc1N1CCN(/N=C/c2cc(OC)c(O)c(OC)c2)CC1
 : 0.5	0.1	-0.12	-2	-7	-19	2	7	2
CN(C)c1ccc2c3c(ccc(N(C)C)c13)C(=O)OC2
 : 2.3	1.4	-0.55	-6	3	5	12	3	·
Cc1nc(-c2ccccc2O)n(-c2ccccc2)n1
 : -0.2	0.7	0.33	-2	-3	-12	5	-15	5
CCc1cc2c(=O)c(-c3nc4ccccc4[nH]3)coc2c(CN2CCC(C)CC2)c1O
 : -4.1	1.1	-0.67	·	·	·	13	·	·
Cc1ccc(NC(=O)NC(=O)CSc2nnc(-c3ccc(OC(F)F)cc3)n2N)c(C)c1
 : 1.6	0.8	-0.63	-4	4	-3	5	10	-4
O=C(NCCCN1CCOCC1)c1sc2ccccc2c1Cl
 : 1.3	0.9	0.041	-3	-4	-2	22	4	·
COCCn1nnnc1CN1CCC(NC(=O)c2ccc(Br)cc2)CC1
 : -0.8	-0.1	-0.15	-7	-13	7	-1	-3	-3
CN(C)C(=O)CCSc1nnc(-c2ccco2)o1
 : 0.0	-1.0	0.74	-3	-2	-1	-6	6	4
COc1cccc2cc(-c3cn4cccc(C)c4n3)c(=O)oc12
 : -2.2	-0.3	1.5	·	·	·	-1	·	-7
Cc1nnc(SCc2nc3ccccc3s2)n1N
 : 0.4	3.4	-0.16	0	9	10	21	10	3
CCOc1ccc(NS(=O)(=O)c2ccc3[nH]c(=O)oc3c2)cc1
 : 0.1	0.6	0.13	-2	0	0	1	14	11
Cc1occc1C(=O)Nc1ccc2c(c1)CCC2
 : 0.4	0.2	-0.23	1	3	6	1	15	1
Cc1[nH]nc(SCC(=O)N(C)c2ccccc2)c1[N+](=O)[O-]
 : 0.2	2.6	-0.74	-3	2	-24	29	-3	4
O=C(NCCc1ccccc1)c1n[nH]c2ccccc12
 : 4.2	4.5	-1.1	1	1	·	3	10	·
CCSc1ccccc1C(=O)NCc1ccc(OC)cc1
 : 1.4	0.4	-0.47	-1	-1	13	1	10	2
Cn1c(-c2ccc3c(c2)OCO3)cnc1NCc1ccc(Cl)cc1
 : -1.8	-0.1	·	13	15	14	-1	22	-4
Cc1ccc(NC(=O)c2cc(S(=O)(=O)N3CCOCC3)ccc2F)c(C)c1
 : 0.4	1.5	0.017	-10	2	0	-4	2	-3
COCC(C)NC(=O)CCSc1nc(-c2ccc(OC)cc2)cc(C(F)(F)F)n1 (stereo unspecified)
 : -2.2	0.0	-0.76	0	8	-6	9	7	0
Cn1c(=O)c2c(SCc3cccc(C(F)(F)F)c3)nc(-c3ccco3)nc2n(C)c1=O
 : -1.5	-0.3	0.38	-1	-2	5	3	12	·
Cc1cc(C(=O)Nc2cccc(O)c2)c(C)o1
 : -2.8	1.9	-0.84	-10	-12	0	2	-12	1
Cn1cc(S(=O)(=O)N2CCN(c3ccc(F)cc3)CC2)c(=O)n(C)c1=O
 : 0.7	0.0	-0.13	-7	2	-6	0	10	4
Cc1sc2ncn(/N=C/c3ccco3)c(=O)c2c1C
 : -1.0	0.4	-0.37	-2	-2	0	9	3	-53

Entries of single compounds, looked up by structure. Order of screens: TNF necrop inh	zVAD death inh	KCC2 mod	Thrombin inh	FXIa inh	hK5 inh	Hck Nef HTS	FXIIa inh	Rad51 HR inh
`COCC(C)NC(=O)CCSc1nc(-c2ccc(OC)cc2)cc(C(F)(F)F)n1` (stereo unspecified) is listed as -2.2	0.0	-0.76	0	8	-6	9	7	0
`CC(C)Cn1c(N)c(C(=O)CSc2cc(Cl)ccc2Cl)c(=O)n(C)c1=O` is listed as -6.0	·	-0.91	-4	-4	-6	3	-1	·

Next section
Every second line gives: TNF necrop inh	zVAD death inh	KCC2 mod	Thrombin inh	FXIa inh	hK5 inh	Hck Nef HTS	FXIIa inh	Rad51 HR inh
O=C(CSc1nnc2c(Cl)cc(Cl)cn12)NC1CCS(=O)(=O)C1 (stereo unspecified)
 : -0.5	-0.1	·	-3	2	7	-2	6	8
CN(C)c1ncc(C(=O)O)cn1
 : 1.5	1.5	0.45	0	2	-18	2	2	2
CCc1ccc(S(=O)(=O)NCCc2csc(C)n2)s1
 : 0.0	1.1	-0.085	6	1	-2	10	11	-66
Cc1cc(C(=O)O)c(C)n1Cc1ccncc1
 : 0.2	0.1	1.4	-10	-6	2	-10	3	-5
COc1cccc(NC(=O)CN(C)C(C)C(=O)Nc2ccc(S(=O)(=O)N3CCOCC3)cc2)c1 (stereo unspecified)
 : 2.3	-1.0	-0.98	-2	-1	-3	14	8	·
O=C(NCc1ccccc1Cl)c1ccc(Cn2cc(C(F)(F)F)ccc2=O)cc1
 : -2.3	0.0	0.27	-3	3	-24	4	12	11
Cc1ccc(-c2nnc(SCc3nc4ccccc4[nH]3)n2Cc2ccco2)cc1
 : 0.6	0.5	-0.014	7	0	-8	0	7	·
CCn1c(=S)sc2c(=O)n(-c3ccccc3)c(SCC(=O)NCc3ccco3)nc21
 : -0.5	-0.8	·	-2	3	2	1	11	-4
CC(=O)Cc1nsc(NC(=O)c2cccc(F)c2)n1
 : 0.1	0.7	-0.33	0	25	52*	9	21	-3
CCc1ccc(S(=O)(=O)NCc2csc(-c3ccccc3)n2)s1
 : 0.1	0.4	-4.9*	0	-6	7	0	-9	-8
O=C(CN1C(=O)CCSc2ccccc21)Nc1ccc2c(c1)OCO2
 : 2.0	-0.1	0.12	1	19	5	-2	11	-2
CCN(CC)CCNC(=O)NC(=O)c1ccc(Cl)cc1
 : 2.0	0.2	0.14	-3	0	-10	4	7	·
CN(C)c1nc2n(c(=S)n1)CCS2
 : -1.7	1.2	-0.13	1	-1	-12	6	12	6
O=C(CSc1ccc(Cl)cc1Cl)N1CCC(c2nc3ccccc3s2)CC1
 : -4.8	0.0	-0.0029	3	-8	-7	0	-4	-1
CCOc1ncccc1C(=O)Nc1cc(S(=O)(=O)N2CCOCC2)ccc1N1CCCC1
 : -0.3	-0.9	1.2	-9	-5	-5	20	2	13
CN(C)CCCNc1nc(-c2ccccc2)c2c(c1C#N)CC(C)(C)OC2
 : 1.6	-0.8	1.3	-1	0	-3	16	1	10
OCCN(Cc1ccccc1)Cc1ccc(Cl)cc1Cl
 : 1.3	0.2	-0.67	-6	-9	18	2	-3	-9
CC(C)Oc1ccc(C(CC(=O)O)NC(=O)C(Sc2ccccc2)c2ccccc2)cc1 (stereo unspecified)
 : 0.9	0.2	-4.2	-10	-3	-5	14	8	0
COc1cccc(N2CCN(c3ncnc4c3cnn4-c3ccc(C)cc3C)CC2)c1
 : -13	1.9	-1.3	-7	3	-14	-1	12	-5
S=c1[nH]nc(-c2ccncc2)n1CC1CCCO1 (stereo unspecified)
 : -1.4	-0.2	0.28	3	4	-26	-3	15	0
Cc1ccc(N(C(C)C(=O)N2CCC(C)CC2)S(C)(=O)=O)cc1C (stereo unspecified)
 : -2.2	-0.4	0.0036	-5	-3	-6	6	9	0
FC(F)(F)C1CC(c2cccs2)Nc2ncnn21 (stereo unspecified)
 : -0.5	-0.1	-0.56	-6	-4	-3	2	7	-8
CCN(CC)CC(=O)c1c[nH]c2ccc(C)cc12
 : 2.4	-0.2	-0.81	2	5	16	2	8	-6
Cn1c(=O)n(C)c2cc(NS(=O)(=O)c3ccc(Cl)s3)ccc21
 : -2.0	36	0.39	-8	4	0	24	11	0
CC1CCCC(NC(=O)COC(=O)CN2C(=O)C3CCCCC3C2=O)C1C (stereo unspecified)
 : 0.1	1.3	0.98	-11	4	-8	3	8	3
Cc1ccccc1NC(=O)Cn1c(CCC(=O)O)ccc1-c1cccs1
 : -0.5	1.1	0.43	-5	-3	-1	16	1	-1
COC(=O)c1nn(-c2ccccc2)c(=O)cc1Oc1ccccc1
 : -7.3	0.3	1	-1	1	3	3	-2	-32
Cc1noc(C)c1CSCC(=O)OCc1nc2ccccc2c(=O)n1CC#N
 : 0.1	2.7	0.00016	-9	9	-2	1	5	-2
COC(=O)CCCCCc1ccc(C(C)=O)s1
 : 0.0	0.1	·	1	-4	-10	0	10	-2
CN1C(=O)CSc2ccc(NC(=O)N3CCN(c4ccccc4)CC3)cc21
 : -3.0	54	-0.37	-19	-3	3	22	4	3
O=C(Nc1ccccc1C(=O)N1CCCCCC1)c1ccc(Cl)cc1
 : 0.1	-1.5	-0.39	-5	2	3	21	8	5
COc1ccc(N2C(=O)c3ccccc3NC2c2ccc(OC)c(CSc3ccccn3)c2)cc1 (stereo unspecified)
 : -6.6	-0.3	·	1	0	-1	1	10	-9

Source: PubChem

Not all compounds are listed; rates above refer to the full screens.
